# Assay outcomes: PubChem BioAssay, National Center for Advancing Translational Sciences (NCATS)
# HP1b chromo inh: inhibitors of HP1-beta chromodomain binding to methylated histone tails | AlphaScreen HP1-beta / biotin-H3K9me3 peptide binding | Potency, µM (top dose mostly 114 µM), inactives show top-dose activity change, negative = inhibition, most hits filed as inhibitors | 0.56% of 390,000 active; further: nearly all actives have a fitted effect of over 70% in size; inactives centre near 23
# Target sequence (P83916 whole entry, looked up): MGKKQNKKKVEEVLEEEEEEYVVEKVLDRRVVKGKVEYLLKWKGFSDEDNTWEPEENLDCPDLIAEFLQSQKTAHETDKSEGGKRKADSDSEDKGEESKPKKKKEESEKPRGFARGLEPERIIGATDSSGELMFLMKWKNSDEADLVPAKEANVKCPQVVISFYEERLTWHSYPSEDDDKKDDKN
#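 HP1-beta protein (50 nM final) preincubated 30 min at room temperature with biotinylated H3(1-18)K9me3 peptide (50 nM) in PBS pH 7.4, 0.01% Tween-20, then compound added for 30 min. AlphaScreen streptavidin donor/nickel chelate acceptor beads (10 ug/mL final), 30 min dark, luminescence read.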
# BLM inh: inhibitors of human Bloom syndrome helicase BLM | P54132 | recombinant BLM DNA unwinding, fluorescence dequenching | Potency, µM (top dose mostly 56.1 µM), without a hit: top-dose activity change, negative = inhibition, hits mostly inhibitors | 0.2% of 350,000 active | AID 2528;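 further: plate controls were vehicle for no effect and no enzyme for full effect; nearly all actives have a fitted effect of over 35% in size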
# Pin1 inh: human Pin1 inhibition; Pin1 FP peptide displacement, HiFluor488, 10 min; Potency, µM (highest dose often 115 µM), for inactives: at the top dose activity, negative = inhibition, usual class: inhibitors; 0.009% of 390,000 active; active means well fitted inhibition curve with a large enough effect in the polarisation, with a control signal flat, not every such curve was filed as active; inconclusive means small, poorly fitted or top-dose-only effect, or effect the other way, or a change in a side signal; inactive means no such curve, though single readings can be large or run the other way; the % refers to the polarisation; further: on the % scale 0 is the no-effect control and ±100 the full control effect
# Target sequence (Q13526 whole entry, looked up): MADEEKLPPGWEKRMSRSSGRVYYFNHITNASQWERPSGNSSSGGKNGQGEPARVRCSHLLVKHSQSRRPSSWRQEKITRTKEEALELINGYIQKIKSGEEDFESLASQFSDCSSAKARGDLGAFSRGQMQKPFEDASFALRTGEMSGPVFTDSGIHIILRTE
# GLS inhibitor: inhibitors of human glutaminase (GLS); GLS enzymatic activity, qHTS titration; 0.21% of 410,000 active; AID 624170; O94925; Potency, µM (series often up to 45.5 µM), for inactives: top-dose activity change, negative = inhibition, usual class: inhibitors; further: on the % scale 0 is the no-effect control and ±100 the full control effect
#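 hKGA; 45 mM KH2PO4 pH 8.2 + 0.02% Tween-20; cpd via pin tool; 1 mM Gln soln; GluOx/HRP/Amplex Red; RT 30 min; fluor. t0 & final.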
# BAZ2B inh: blocks human BAZ2B; AlphaScreen BAZ2B-H3K14Ac peptide displacement; Potency, µM (highest dose often 114 µM), inactives show top-dose activity change, negative = inhibition, most hits filed as inhibitors; 4.4% of 360,000 active; AID 504333; further: on the % scale 0 is the no-effect control and ±100 the full control effect; nearly all actives have a fitted effect of over 60% in size
#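 AlphaScreen luminescence quantifies BAZ2B engagement of H3K14Ac peptide; the protein and biotinylated peptide are both at 50 nM final, buffer PBS pH 7.4 with 0.01% Tween-20, all steps at room temperature.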
# JMJD2A Tudor inh: blocks the human JMJD2A Tudor domain; O75164; AlphaScreen JMJD2A-Tudor / H3K4me3 peptide binding; Potency, µM (titrated, usually from 114 µM), for inactives: at the highest dose activity change, negative = inhibition, actives largely listed as inhibitors; 4.4% of 390,000 active; AID 504339; further: on the % scale 0 is the no-effect control and ±100 the full control effect; nearly all actives have a fitted effect of over 50% in size
# PGK inhibitor: inhibitors of T. brucei phosphoglycerate kinase. P07378. PGK/GAPDH coupled, Kinase-Glo luminescence, 60 min. Potency, µM (series often up to 57.5 µM), inactives show top-dose activity change, negative = inhibition, usual class: inhibitors. 0.043% of 380,000 active; further: on the % scale 0 is the no-effect control and ±100 the full control effect; nearly all actives have a fitted effect of over 60% in size
# Target sequence (P07378 whole entry, looked up): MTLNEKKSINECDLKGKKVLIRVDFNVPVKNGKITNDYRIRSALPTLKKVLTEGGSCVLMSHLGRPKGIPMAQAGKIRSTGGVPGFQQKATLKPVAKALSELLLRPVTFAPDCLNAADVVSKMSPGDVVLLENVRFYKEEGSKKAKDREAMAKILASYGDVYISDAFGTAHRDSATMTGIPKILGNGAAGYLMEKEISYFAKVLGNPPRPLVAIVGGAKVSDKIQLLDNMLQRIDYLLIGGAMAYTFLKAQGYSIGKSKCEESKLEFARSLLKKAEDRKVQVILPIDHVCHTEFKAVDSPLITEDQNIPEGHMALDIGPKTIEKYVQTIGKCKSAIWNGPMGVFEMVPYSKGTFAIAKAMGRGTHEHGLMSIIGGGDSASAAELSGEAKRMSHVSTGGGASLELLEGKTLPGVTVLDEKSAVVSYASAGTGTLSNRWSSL
#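 Luminescent ATP detection (Kinase-Glo Plus) follows a 60-minute room-temperature incubation, with wells lacking PGK as controls. Buffer: 100 mM TEA (pH 7.6), 5 mM MgCl2, 0.01% Tween-20. Coupling enzyme GAPDH (100 nM final) supplies unstable 1,3-BPG in-well.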
# G9a inh: inhibitors of human histone lysine methyltransferase G9a | Potency, µM (doses to about 102 µM), for inactives: at the highest dose activity, negative = inhibition, usual class: inhibitors | Q96KQ7 | 8.8% of 350,000 active | G9a H3K9 monomethylation, AlphaScreen, 2 h; further: on the % scale 0 is the no-effect control and ±100 the full control effect; nearly all actives have a fitted effect of over 75% in size
# Target sequence (Q96KQ7 913-1193 limits assumed): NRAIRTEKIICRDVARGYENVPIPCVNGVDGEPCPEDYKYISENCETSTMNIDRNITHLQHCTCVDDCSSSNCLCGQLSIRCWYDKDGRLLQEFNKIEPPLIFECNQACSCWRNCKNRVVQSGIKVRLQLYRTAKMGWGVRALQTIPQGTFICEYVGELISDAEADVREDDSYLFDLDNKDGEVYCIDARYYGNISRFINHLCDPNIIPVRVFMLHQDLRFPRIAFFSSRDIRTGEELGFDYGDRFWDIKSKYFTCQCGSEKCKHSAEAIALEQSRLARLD
#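 Methyltransferase reactions run at room temperature for 2 h (20 nM enzyme, 500 nM biotin-H3K9 peptide, 20 uM SAM) after a 15 min compound preincubation; product detected by AlphaScreen beads and anti-H3K9me1 antibody.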
# Pol iota inh: blocks human DNA polymerase iota activity. Pol iota fluorescent replication assay, 10 min. Potency, µM (titrated, usually from 115 µM), for inactives: at the top dose activity, negative = inhibition, actives largely listed as inhibitors. 1% of 390,000 active. AID 588590
#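 Fluorescent replication assay read twice, at 0 min and 10 min after adding 50 nM (final) substrate. Enzyme (10 nM) and compounds were first incubated 15 min at room temperature; enzyme-free buffer wells were negative controls.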
# * hit, by the source's call; i = inactive; ? = inconclusive; nt = not tested or not shown; & = joins results of further samples; [ ] = remark or other dose. Unless noted, the call rests on the fitted dose curve; in most records, active means well fitted curve in the direction sought with a large enough effect; inconclusive means small, poorly fitted or top-dose-only effect, or another doubt; inactive means no such curve, though single readings can be large; an effect the other way counts as inactive or inconclusive. Potency means the concentration at half of the fitted maximal effect.
SMILES	HP1b chromo inh	BLM inh	Pin1 inh	GLS inhibitor	BAZ2B inh	JMJD2A Tudor inh	PGK inhibitor	G9a inh	Pol iota inh
CCCCN1CC[C@H]2C=CC[C@@H](C(=O)Nc3ccccc3)[C@H]2C1=O	31%	nt	-4%	-2%	nt	-8%	0%	nt	17%&-3%
CCC(C)N(C(=O)CSc1nc(-c2cccs2)nc2ccccc12)C1CCS(=O)(=O)C1 (stereo unspecified)	11%	nt	22%	-9%	nt	-16%	-3%	nt	2%
CCCn1nnc(NC(=O)c2ccc(Br)o2)n1	22%	1%	-1%	12%	-21%	-14%	-8%	-14%[12.7 µM]	-3%
CC(=O)Oc1c(S(=O)(=O)c2ccc(C)cc2)c(C)nn1C(C)(C)C	32%	-4%	-9%	13%	6%	-11%	4%	29%[0.0925 µM]	8%
OC[C@H]1O[C@H](OC[C@H]2OC(O)[C@H](O)[C@@H](O)[C@@H]2O)[C@H](O)[C@@H](O)[C@@H]1O (stereo partly specified)	29%	nt	-3%	2%	36%[activator]	4%	-11%	2%[59 µM]	15%
COc1cc(-c2cc(C(=O)OCC(=O)NC3CC3)c3ccccc3n2)cc(OC)c1OC	6%	nt	-2%	0%	nt	-32%	-6%	nt	48%[activator]
CCOc1ccccc1NC(=O)Cn1c(=O)n(Cc2ccco2)c(=O)c2sc3ccccc3c21	14%	-8%	10%	1%	-10%	-21%	-9%	-7%[59 µM]	35%[activator]
C/C(=N/OCc1ccc(Br)cc1)c1ccccn1	203%[activator]	-5%	0%	-14%	170%[activator]	185%[activator]	-16%	165%[activator]	?
CC(C)(C)c1nc(SCC(=O)NCc2ccco2)c2ccccc2n1	8%	-7%	2%	-19%	?	-31%	-9%	50µM*	-23%
Cc1ccccc1C(=O)Nc1ccccc1C(=O)N/N=C\c1ccco1	52%[activator]	-1%	3%	-7%	-7%	-21%	-3%	6%[59 µM]	-8%
COc1ccc(OC)c2c1cc(C(=O)N[C@@H](Cc1ccccc1)C(=O)O)n2C	45%[activator]	-7%	1%	46%[activator]	-2%	-13%	0%	?	21%
CC(C)Cc1nc(C#N)c(N2CCC(C(N)=O)CC2)o1	25%	5%	-3%	-2%	-4%	10%	3%	-13%[59 µM]	2%
Cc1ccc2c(c1)NC(=O)C(CC(=O)Nc1cc(Cl)ccc1C)O2 (stereo unspecified)	21%	-5%	9%	-7%	2%	-11%	2%	-8%[59 µM]	2%
COc1cc(NC(=O)C2CCN(S(=O)(=O)c3c(C)noc3/C=C/c3cccs3)CC2)cc(OC)c1	12%	-8%	60%[activator]	-5%	nt	-16%	8%	-8%[59 µM]	?
Cc1cccc(N2C(=O)CC(Sc3nccc(C)n3)C2=O)c1 (stereo unspecified)	48%[activator]	2%	-2%	-12%	11%	-11%	-20%	?	82%[activator]
COCCN1C(=O)N(c2cccc(C)c2)C(=O)C1CC(=O)Nc1cc(OC)cc(OC)c1 (stereo unspecified)	10%	-1%	-3%	2%	-17%	-14%	-5%	1%	12%
COc1ccc(OC)c(N(C)S(=O)(=O)c2cc3c(cc2C)NC(=O)CO3)c1	23%	-1%	-1%	-15%	-29%	-28%	-4%	?	-4%
CCOC(=O)C1=NNC(C(=O)c2ccccc2)C1c1ccc(C)cc1 (stereo unspecified)	20%	-7%	-4%	2%	-21%	-20%	-6%	-3%	43%[activator]
COc1ccc(-c2nc(CS(=O)(=O)CC(=O)NCCCc3ccccc3)c(C)o2)cc1	21%	-2%	1%	1%	-15%	-17%	0%	-48%	25%
COc1ccc(C(=O)Nc2cccc(-c3nc4ncccc4o3)c2C)cc1	19%	-3%	-4%	-2%	2%	-3%	0%	3%[59 µM]	0%
CN1/C(=C\C(=O)C[n+]2cccc(Br)c2)C(C)(C)c2ccccc21	26%	0%	3%	-12%	-21%	-13%	i	-46%	182%[activator]
CC(C)[C@H]1COCCS(=O)(=O)N1Cc1ccccc1-c1ccc(C(C)(C)C)cc1	82%[activator]	nt	12%	-2%	nt	-4%	i	nt	18%
CCN1CCN(S(=O)(=O)c2ccc(Cl)c(C(=O)NC3CCC(C)CC3)c2)CC1 (stereo unspecified)	29%	nt	2%	2%	-7%	-8%	-2%	-2%[12.7 µM]	14%
COc1ccc(OC)c(/C=C/C(=O)Nc2ccc(OC)nc2)c1	27%	-11%	-5%	1%	-2%	-13%	0%	?	-2%
O=C1CN(C(=O)/C=C/c2ccccc2)CCN1	13%	-4%	-2%	3%	1%	-1%	5%	14%	2%
CC(C)OCC1CC(CC(=O)Nc2ccc([N+](=O)[O-])cc2)C(=O)O1 (stereo unspecified)	36%	-4%	-4%	-15%	6%	-4%	0%	7%[0.501 µM]	69%[activator]
CCC(CC)NCCOC(=O)c1ccc([N+](=O)[O-])cc1	18%	0%	-1%	1%	0%	-4%	-2%	-4%	-13%
CCC(CC)C(=O)Nc1cccc(C(=O)Nc2nnc(C)s2)c1	14%	3%	-14%	0%	-27%	-8%	2%	1%	92%[activator]
COC(=O)c1ccc2c(=O)n(CCCCCC(=O)NCc3ccc(OC)cc3)c(=O)[nH]c2c1	17%	-5%	14%	?	3%	-4%	-2%	13%[59 µM]	-15%
COc1ccc(N=Nc2ccc(O)c(P(=O)(c3ccccc3)c3ccccc3)c2)cc1	65%[activator]	0%	-3%	-1%	-18%	-7%[11.4 µM]	1%	4%	31%
CCN1C(=O)CC(Sc2ccccc2N)C1=O (stereo unspecified)	23%	-2%	-4%	11%	-16%	-12%	-3%	-42%[59 µM]	3%
Cc1cc(C)n(-c2ccc(C(=O)OCC(=O)Nc3ccc(Cl)c(S(=O)(=O)N(C)C)c3)cc2)n1	0%	-8%	10%	2%	-38%	-19%	i	18%	-22%
Cc1ccc(-c2cc(C(F)F)nc(S(C)(=O)=O)n2)cc1	-1%	-4%	2%	-9%	9%	-11%	-5%	-1%	42%[activator]
CCOc1ccccc1Nc1nc2ccccc2c2nncn12	27%	-2%	2%	0%	-3%	11%	-2%	-7%[59 µM]	-24%
O=C(CCCCC(=O)NN=Cc1ccccc1O)NN=Cc1ccccc1O	50%[activator]	nt	75%[activator]	-5%	nt	-15%	-3%	nt	24%
COc1cccc(-c2cc(C(=O)NCC3CCCO3)c3ccccc3n2)c1 (stereo unspecified)	27%	3%	-3%	-8%	-4%	-8%	-10%	?	8%
O=C(CSc1nnc(-c2ccco2)o1)c1ccccc1Cl	54%	-8%	1%	10%	-16%	-21%	i	-44%	?
Cc1ccc(CNC(=O)CCc2c(C)nn(-c3ccc(N4CCCC4)nn3)c2C)cc1	134%[activator]	1%	0%	7%	?	-14%	i	18%[59 µM]	8%
COc1cccc(N2CC(NS(=O)(=O)c3ccc(Cl)cc3)CC2=O)c1 (stereo unspecified)	34%	nt	-5%	-3%	-4%	-3%	5%	-30%	45%[activator]
CCOc1ccc(OCC)c(NC(=O)C2CCN(S(=O)(=O)c3cccc4nonc34)CC2)c1	37%	-3%	1%	2%	-30%	-5%	-7%	-4%	0%
Fc1ccc(-c2ccnn2-c2ccccc2)cc1	47%[activator]	-2%	4%	-1%	3%	18%	-3%	9%[12.7 µM]	22%
CCc1nc(Nc2ccncc2)c2oc3ccccc3c2n1	22%	79%[activator]	-3%	-1%	6%	-15%	1%	4%[59 µM]	-11%
CC(=O)C1=C(C)Nc2ncnn2C1c1ccc(C)cc1 (stereo unspecified)	27%	-2%	-12%	10%	-1%	-13%	-2%	3%	7%
Cc1ccc2c(c1)c(C1=NC(=S)NC1=O)c(O)n2C	8%	-10%	2%	1%	-3%	-16%	-7%	40µM*	-11%
Cc1cc(C)cc(OCC(=O)OCC(=O)NCc2cccs2)c1	49%[activator]	2%	-1%	5%	-6%	-4%	0%	2%[59 µM]	-10%
CCOC(=O)Cc1csc(NC(=O)CSc2nnc(-c3ccc(F)cc3)o2)n1	34%	-9%	-2%	-2%	31%	-20%	-9%	55%[activator][59 µM]	33%
COc1ccccc1N1CC(C)(C)C(=O)N(C(=O)c2ccc(C)cc2)C1=S	-2%	-2%	5%	?	?	-25%	2%	nt	143%[activator]
Cc1oc(-c2ccccc2F)nc1CS(=O)(=O)CC(=O)NCCCN1CCc2ccccc2C1	23%	1%	0%	4%	-1%	-25%	0%	?	21%
CCC(C)(NC(=O)c1ccc(=O)[nH]c1)C(=O)NC1CCCC1 (stereo unspecified)	45%[activator]	3%	5%	-9%	10%	-6%	-6%	-5%[59 µM]	-4%
COc1cccc(CNC(=O)c2c(C)oc3nc(C)nc(N4CCOCC4)c23)c1	31%	0%	-2%	-1%	10%[57.1 µM]	-4%	3%	-1%[59 µM]	-20%
CCOc1ccc(CN(C)C(=O)c2cc3ccccc3o2)cc1OC	14%	-2%	13%	-4%	1%	-10%	-3%	16%	0%
O=C(CNS(=O)(=O)c1ccc(Br)cc1)N1CCN(c2ccc(F)cc2)CC1	15%	5%	-2%	15%	0%	-18%	-5%	8%[59 µM]	-13%

# Arranged by length of the SMILES (largest number first): 3 of the compounds above
SMILES	HP1b chromo inh	BLM inh	Pin1 inh	GLS inhibitor	BAZ2B inh	JMJD2A Tudor inh	PGK inhibitor	G9a inh	Pol iota inh
Cc1oc(-c2ccccc2F)nc1CS(=O)(=O)CC(=O)NCCCN1CCc2ccccc2C1	23%	1%	0%	4%	-1%	-25%	0%	?	21%
COc1cccc(CNC(=O)c2c(C)oc3nc(C)nc(N4CCOCC4)c23)c1	31%	0%	-2%	-1%	10%[57.1 µM]	-4%	3%	-1%[59 µM]	-20%
CC(=O)C1=C(C)Nc2ncnn2C1c1ccc(C)cc1 (stereo unspecified)	27%	-2%	-12%	10%	-1%	-13%	-2%	3%	7%

# An excerpt from above in order of their number in JMJD2A Tudor inh, high to low.
Compound | HP1b chromo inh | BLM inh | Pin1 inh | GLS inhibitor | BAZ2B inh | JMJD2A Tudor inh | PGK inhibitor | G9a inh | Pol iota inh
Fc1ccc(-c2ccnn2-c2ccccc2)cc1 | 47%[activator] | -2% | 4% | -1% | 3% | 18% | -3% | 9%[12.7 µM] | 22%
CC(=O)C1=C(C)Nc2ncnn2C1c1ccc(C)cc1 (stereo unspecified) | 27% | -2% | -12% | 10% | -1% | -13% | -2% | 3% | 7%
Cc1ccc2c(c1)c(C1=NC(=S)NC1=O)c(O)n2C | 8% | -10% | 2% | 1% | -3% | -16% | -7% | 40µM* | -11%

# Only part of the results is shown, so the mix of outcomes need not match the whole.
